# Source: PubChem (several laboratories)
# MsrA inh: inhibitors of bovine MsrA. purified bovine MsrA, absorbance read-out. inhibition, % at 15.5 µM. actives 0.75% (n = 360,000); in the data active means inhibition above about 4.5%;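 further: 0% = vehicle wells with enzyme and 100% = reference inhibitor wells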
# FAS TE block: FAS thioesterase (human) inhibition. recombinant FAS-TE, OMFH fluorogenic substrate, fluorescence endpoint. inhibition, % at 15 µM. actives 0.67% (n = 360,000). AID 602261;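 active means compounds whose normalised, plate-corrected inhibition of enzyme fluorescence in the single-dose primary screen is 50% or more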;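 further: 0% = DMSO with enzyme and 100% = substrate without enzyme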
# MLLE-PAM2 inh: inhibitors of microRNA-mediated deadenylation, human PABP1 MLLE binding | GST-MLLE / FITC-PAM2 fluorescence polarization | inhibition, % at 20 µM | actives 0.36% (n = 360,000) | AID 588489; in the data active means inhibition above about 35%, passing the limit was not always enough;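 further: plate controls were DMSO wells with GST-MLLE for no effect and wells lacking GST-MLLE protein for full effect; some results filed as inactive read as strong as hits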
# Target sequence (P11940 whole entry, looked up): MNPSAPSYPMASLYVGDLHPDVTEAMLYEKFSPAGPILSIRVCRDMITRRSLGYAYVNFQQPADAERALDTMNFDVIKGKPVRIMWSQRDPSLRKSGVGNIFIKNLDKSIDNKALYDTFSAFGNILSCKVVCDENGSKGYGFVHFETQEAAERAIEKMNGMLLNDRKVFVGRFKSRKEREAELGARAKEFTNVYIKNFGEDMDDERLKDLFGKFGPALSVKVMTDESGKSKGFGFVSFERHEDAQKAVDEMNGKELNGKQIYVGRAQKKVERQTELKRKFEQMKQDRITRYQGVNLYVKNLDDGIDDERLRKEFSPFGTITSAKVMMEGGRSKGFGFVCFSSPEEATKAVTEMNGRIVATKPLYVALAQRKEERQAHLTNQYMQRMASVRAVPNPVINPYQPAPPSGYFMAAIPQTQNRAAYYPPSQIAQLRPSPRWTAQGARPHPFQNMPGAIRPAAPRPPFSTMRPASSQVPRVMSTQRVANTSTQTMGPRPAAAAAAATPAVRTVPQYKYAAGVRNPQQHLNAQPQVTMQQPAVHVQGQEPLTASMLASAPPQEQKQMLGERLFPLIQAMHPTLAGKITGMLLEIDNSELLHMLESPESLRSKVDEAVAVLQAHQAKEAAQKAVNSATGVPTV
# bovine MsrA act: bovine methionine sulfoxide reductase A activation; AID 602163; actives 0.3% (n = 360,000); purified bovine MsrA, absorbance read-out; activation, % at 10.6 µM; in the data active means activation above about 7.5%;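 further: 0% = vehicle and 100% = reference activator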
# TbMetRS inhib: Trypanosoma brucei MetRS inhibition; purified T. brucei MetRS, ATP depletion, Kinase-Glo luminescence; inhibition, % at 11.9 µM; actives 0.4% (n = 360,000);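 active means inhibition above a per-plate cutoff of the control wells' mean inhibition plus 3 SD, cut at about 5.5% in these data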;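 further: 0% = DMSO wells median and 100% = median of wells with control inhibitor compound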
#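 technique = Kinase-Glo luminescence, ATP depletion format | system = purified MetRS (methionyl-tRNA synthetase) enzyme from Trypanosoma brucei | timing = 15 min preincubation, 2 h reaction, all 25 °C | evaluation = percent inhibition versus plate control medians | dosing = single dose, 11.9 µM final nominal, 0.9% final DMSO | also added = substrates ATP, L-methionine and bulk Escherichia coli tRNA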
# E coli Lon inh: inhibitors of E. coli Lon protease | P0A9M0 | purified E. coli Lon protease, fluorescence polarization | inhibition, % at 7.94 µM | actives 0.42% (n = 360,000); in the data active means inhibition above about 13%, passing the limit was not always enough;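 further: 0% = enzyme with probe and DMSO and 100% = no enzyme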
# Neddyl block: blocks human cullin neddylation; TR-FRET cullin neddylation, biochemical; calls only at 25 µM; actives 0.58% (n = 360,000); AID 651699; in the data active means inhibition above about 36%
# CSN deneddyl inh: CSN deneddylation inhibition. Purified CSN, SCF-Nedd8-OG deneddylation, fluorescence polarization. actives 0.38% (n = 360,000). Q92905. inhibition, % at 12.5 µM;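 active means pattern-corrected inhibition above about 35%, with an unprinted fluorescence ratio check between 0.5 and 1.5, limit read from the data, passing the limit was not always enough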;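 further: 0% = enzyme with substrate and 100% = substrate without enzyme; some results filed as inactive read as strong as hits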
# Target sequence (Q92905 whole entry, looked up, one chain of several): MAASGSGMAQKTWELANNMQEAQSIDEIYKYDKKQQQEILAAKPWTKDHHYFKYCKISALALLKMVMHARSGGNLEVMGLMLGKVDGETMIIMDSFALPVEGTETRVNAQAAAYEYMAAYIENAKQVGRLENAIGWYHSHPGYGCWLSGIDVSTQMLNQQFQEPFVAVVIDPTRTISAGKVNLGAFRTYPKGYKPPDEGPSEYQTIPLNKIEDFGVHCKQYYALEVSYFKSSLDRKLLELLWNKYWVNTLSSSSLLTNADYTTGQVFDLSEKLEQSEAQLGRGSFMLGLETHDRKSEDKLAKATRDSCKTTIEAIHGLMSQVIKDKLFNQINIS
#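 Assay system: HEK293T-derived human Csn5 enzyme; quantity: 0.24 nM enzyme; medium: Tris/NaCl/DTT buffer, pH 7.5; also added: substrate SCFSkp2-Nedd8OG, 10 nM; doses: 12.5 µM compound; schedule: 90 min reaction at room temperature; signal: FP; read-out: % inhibition of substrate cleavage by Csn5; benchmarks: substrate-only high control, full reaction low control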
# Rin1-Abl PPI inh: human Rin1-Abl interaction inhibition. actives 0.4% (n = 360,000). inhibition, % at 7.35 µM. TR-FRET Rin1/Abl binding, biochemical; in the data active means inhibition above about 5%, passing the limit was not always enough
# Active calls of the source: *; i = inactive; x = not tested or not shown.
SMILES,MsrA inh,FAS TE block,MLLE-PAM2 inh,bovine MsrA act,TbMetRS inhib,E coli Lon inh,Neddyl block,CSN deneddyl inh,Rin1-Abl PPI inh
COc1ccccc1CNC(=O)c1csc(Cc2ccc(Cl)cc2)n1,-0.6,17,-6,0,-1.3,2,i,1,1
CCC1(c2ccccc2)NC(=O)N(CC(=O)NNC(=O)c2ccoc2C)C1=O (centres undefined),-0.2,-7,-1,-4,-0.2,11,i,-10,1
O=C(CN1C(=O)C2C3C=CC(C3)C2C1=O)Nc1ccc(S(=O)(=O)Nc2nccs2)cc1 (centres undefined),-1.2,-7,-21,-4,-0.9,-16,i,7,-3
CCn1c(=O)c(C(=O)NCCN2CCCCC2)c(O)c2ccccc21,0.4,-5,-4,-13,-2.3,-14,i,-1,8
C=CCCN(Cc1ccccc1)S(=O)(=O)c1ccccc1Br,0.5,10,14,1,-0.4,-11,i,5,4
Cc1nc([N+](=O)[O-])c(Br)n1CC(=O)c1ccc(Cl)cc1,0.2,-5,-22,0,-0.7,-5,i,8,0
O=C(NS(=O)(=O)c1ccc(Cl)s1)c1ccccc1,-0.6,-7,20,-2,-0.9,-2,i,-4,-3
COc1ccc([C@@H]2C[C@H]3CN(Cc4ccccc4OC)C(=O)[C@]34CCCN24)cc1C,-1.0,2,-23,-3,-0.5,-5,i,8,0
Cc1ccc(-c2nc(N)sc2CC(=O)OCC(=O)N2C(C)CCCC2C)cc1 (centres undefined),1.0,-5,17,-3,0.1,3,i,-1,1
Cc1cccc(CSc2nnnn2-c2ccccc2)c1,-0.9,19,3,-8,-1.0,-3,i,3,-1
Cc1nc(-c2noc(-c3ccccc3Cl)n2)c(C(F)(F)F)o1,-0.7,21,-11,0,0.7,-7,i,101,2
CCOc1ccc2nc(-c3ccc(OC)c(OC)c3)cc(C(=O)O)c2c1,2.2,-2,-1,2,-0.1,2,i,1,-4
CCOC(=O)C[n+]1c(C)ccc2c1CCC2,2.2,-5,7,-1,0.5,8,i,-5,-2
O=C(N[C@@H]1CC[C@@H](CCNS(=O)(=O)c2ccc(Cl)cc2)O[C@@H]1CO)c1cccnc1,1.2,x,x,x,-0.6,x,i,-2,x
CCOc1ccccc1NC(=S)N1CCN(c2ccccc2)CC1,0.3,3,-86,0,-0.4,-5,i,-2,-2
COc1ccc(N2C(=O)CSC23CCC(C(C)(C)C)CC3)cc1 (centres undefined),-0.9,2,2,-3,-0.6,-1,i,-1,4
COc1ccc2[nH]c3c(C)c4cc[n+](C)cc4c(C)c3c2c1,0.6,-8,-140,1,0.0,-3,i,102*,-15
COc1ccc(/C=C2\SC(=O)N(CCC(=O)Nc3ccccc3)C2=O)cc1OC,1.5,-2,12,-4,0.3,-9,i,-8,0
Cc1nc(N)nc(OCC(F)(F)C(F)F)c1Br,-0.2,1,-15,-1,-0.6,8,i,3,0
COc1cc(CN/C(C)=C(\C#N)C(N)=O)cc(OC)c1OC,0.2,-10,0,-2,-0.6,-2,i,-2,4
O=C(C1CCC(=O)N(C2CCCC2)C1)N1CCC(Oc2cccc(F)c2)CC1 (centres undefined),-0.3,-2,-9,4,0.2,2,i,1,2
COc1ccc(NC(=O)CN(C)C(=O)c2cc3c(s2)CCC3)cc1,x,-5,-19,-5,-0.5,11,i,32,3
CC(=O)c1ccc(NC(=O)c2cccc(NC(=O)c3ccccc3)c2)cc1,0.5,-1,-13,0,0.1,-5,i,0,-2
COc1ccc2c(Cl)c(C(=O)NN)sc2c1,0.7,-2,-12,-1,-0.9,-5,i,-1,-2
O=C(NC(=S)N1CCCc2ccccc21)c1ccc([N+](=O)[O-])cc1,1.8,12,32,-2,-0.8,-4,i,-6,-4

# Arranged by count of non-hydrogen atoms (falling): part of the list above
SMILES,MsrA inh,FAS TE block,MLLE-PAM2 inh,bovine MsrA act,TbMetRS inhib,E coli Lon inh,Neddyl block,CSN deneddyl inh,Rin1-Abl PPI inh
O=C(CN1C(=O)C2C3C=CC(C3)C2C1=O)Nc1ccc(S(=O)(=O)Nc2nccs2)cc1 (centres undefined),-1.2,-7,-21,-4,-0.9,-16,i,7,-3
COc1ccc([C@@H]2C[C@H]3CN(Cc4ccccc4OC)C(=O)[C@]34CCCN24)cc1C,-1.0,2,-23,-3,-0.5,-5,i,8,0
COc1ccc(/C=C2\SC(=O)N(CCC(=O)Nc3ccccc3)C2=O)cc1OC,1.5,-2,12,-4,0.3,-9,i,-8,0
Cc1ccc(-c2nc(N)sc2CC(=O)OCC(=O)N2C(C)CCCC2C)cc1 (centres undefined),1.0,-5,17,-3,0.1,3,i,-1,1
CCOc1ccc2nc(-c3ccc(OC)c(OC)c3)cc(C(=O)O)c2c1,2.2,-2,-1,2,-0.1,2,i,1,-4
COc1ccccc1CNC(=O)c1csc(Cc2ccc(Cl)cc2)n1,-0.6,17,-6,0,-1.3,2,i,1,1
COc1ccc(NC(=O)CN(C)C(=O)c2cc3c(s2)CCC3)cc1,x,-5,-19,-5,-0.5,11,i,32,3
COc1ccc(N2C(=O)CSC23CCC(C(C)(C)C)CC3)cc1 (centres undefined),-0.9,2,2,-3,-0.6,-1,i,-1,4
Cc1nc(-c2noc(-c3ccccc3Cl)n2)c(C(F)(F)F)o1,-0.7,21,-11,0,0.7,-7,i,101,2
Cc1cccc(CSc2nnnn2-c2ccccc2)c1,-0.9,19,3,-8,-1.0,-3,i,3,-1
O=C(NS(=O)(=O)c1ccc(Cl)s1)c1ccccc1,-0.6,-7,20,-2,-0.9,-2,i,-4,-3
Cc1nc(N)nc(OCC(F)(F)C(F)F)c1Br,-0.2,1,-15,-1,-0.6,8,i,3,0
CCOC(=O)C[n+]1c(C)ccc2c1CCC2,2.2,-5,7,-1,0.5,8,i,-5,-2

# New compounds follow.
SMILES,MsrA inh,FAS TE block,MLLE-PAM2 inh,bovine MsrA act,TbMetRS inhib,E coli Lon inh,Neddyl block,CSN deneddyl inh,Rin1-Abl PPI inh
Cc1ccc(OCCC(=O)OCC(=O)c2c(N)n(CC(C)C)c(=O)n(C)c2=O)cc1,1.1,23,-12,-2,0.8,7,i,-3,2
O=c1c(-c2ccco2)nc2ccccc2n1C(c1ccccn1)c1nc2ccccc2[nH]1 (centres undefined),2.9,x,x,x,-0.8,x,i,29,x
NC(=O)N/N=C/c1sc(=O)n(-c2ccccc2)c1Cl,0.7,-11,-105,-4,0.1,-38,i,14,-3
CCOC(=O)c1ccccc1NC(=O)N1CCn2c(C)ccc2C1CC (centres undefined),-0.2,5,5,1,-0.1,4,i,-2,0
O=C(Nc1ccccc1)c1ccccc1Br,-0.4,-6,-11,0,0.9,0,i,1,0
CC(C)[C@H](NC(=O)N1CCn2c1nc1ccccc12)C(=O)NCCc1ccccc1,0.3,16,17,0,0.7,2,i,1,-2
O=C(CCCn1c(=O)[nH]c2ccccc2c1=O)NC1CCCCCC1,-0.8,-6,-1,-3,0.1,1,i,2,1
NC(=O)Nc1ccccc1C(=O)Nc1ccc2ccccc2c1,-0.2,-4,14,-14,-1.4,-4,i,-4,2
Cc1ccc(NC(=O)Cn2nnc(C(=O)NCc3ccc(Cl)cc3)c2N)cc1F,1.4,-4,10,-4,0.5,-12,i,1,-2
CC1CCCC(C)N1/N=C/c1ccc([N+](=O)[O-])cc1 (centres undefined),-0.7,15,7,-1,-0.4,1,i,-1,3
O=C(COc1ccc2cc(-c3ccccc3)c(=O)oc2c1)NCC1CCC(C(=O)O)CC1 (centres undefined),1.9,-7,-1,-8,-2.6,-1,i,-1,3
Cc1cc(C)cc(OCC(=O)OCC(=O)c2c(N)n(C)c(=O)n(C)c2=O)c1,-0.4,-5,1,-5,-1.0,-1,i,-2,1
CCOC(=O)c1c(NC(=O)c2c(C(=O)O)cccc2[N+](=O)[O-])sc2c1CCCC2,2.3,-4,38,-3,-0.1,5,i,4,2
COc1ccc(C(=O)c2c(C)oc3ccc(O)cc23)cc1,1.6,2,-8,-3,-1.3,-3,i,-1,-1
CCCCCC[C@@H]([C@@H](C)O)n1cnc2c(N)ncnc21,0.4,0,5,-1,0.8,0,i,-1,0
COc1cccc(Nc2ncnc3nc[nH]c23)c1,-0.2,-14,3,-1,1.6,-5,i,4,-2
COc1ccc(N2CCN(C(=O)COC(=O)c3c(-c4ccccc4)noc3C)CC2)cc1,-1.6,14,-9,-1,-0.1,-4,i,0,0
O=C(O)C1CCCCC1C(=O)Nc1ccc2c(c1)OCO2 (centres undefined),-0.1,-4,-3,-2,-0.1,0,i,3,3
CC(=O)Nc1cccc(C(=O)O)n1,-0.4,-8,-8,-6,-0.5,-7,i,2,1
CS(=O)(=O)c1ccc(Cl)c(NC(=O)COC(=O)c2ncc(Cl)c(Cl)c2Cl)c1,-1.1,-1,-8,-6,-0.5,-2,i,2,-2
CCCCCCCCOC(=O)C[N+](C)(C)C/C=C(/C)Cl,-1.1,-6,-3,-2,-0.4,-9,i,6,-6
COc1ccc(CN(C)C(=O)c2ccc3c(=O)n4c(nc3c2)CCC4)c(OC)c1,-0.6,-5,1,-4,-0.5,-8,i,2,2
C=CCN(CC=C)S(=O)(=O)c1ccc(C(=O)Nc2nc3c(s2)CCc2ccccc2-3)cc1,-0.6,-3,6,1,0.1,-15,x,-6,1
C=CCn1c(SCC(=O)NC2CC2)nnc1-c1cccc(OC)c1,0.8,2,-26,-3,-0.1,-4,i,2,-2
O=C1CC(N2CCN(C3CCc4ccccc4C3)CC2)C(=O)N1c1ccccc1 (centres undefined),-0.2,-4,-6,-3,-0.7,-4,i,4,3
SMILES,MsrA inh,FAS TE block,MLLE-PAM2 inh,bovine MsrA act,TbMetRS inhib,E coli Lon inh,Neddyl block,CSN deneddyl inh,Rin1-Abl PPI inh
CCC(C)C(=O)Nc1nc(C)c(-c2csc(Nc3ccccc3OC)n2)s1 (centres undefined),0.4,10,15,-3,-0.2,-10,i,12,0
COC(=O)C(C)n1cnc2c(nnn2-c2cccc(Cl)c2)c1=O (centres undefined),1.7,-6,-10,-12,-1.8,-7,i,-1,2
O=C(Nc1nc2c(Cl)cccc2s1)C1CC1,0.4,-1,6,-3,0.6,-8,i,6,4
CCS(=O)(=O)N1CCN(C(=O)c2cccc3ccccc23)CC1,-0.5,-3,7,-5,-1.7,2,i,5,-1
COc1cc(=O)n(C)c2c(OCC(O)C(C)(C)O)cccc12 (centres undefined),-0.8,-2,-14,-2,-0.2,6,i,-2,-3
COc1ccc(OC)c(CN2CCN(C(=O)c3ccc(S(=O)(=O)N4CCCCCC4)cc3)CC2)c1,0.5,10,-4,2,-0.6,18,i,5,1
COc1cc(NS(=O)(=O)c2ccc(NC(C)=O)cc2)nc(OC)n1,0.6,-8,6,-2,0.6,-2,i,1,-5
CCN(CC(=O)Nc1ccc(OC)cc1)C(=O)c1ccc2[nH]c3c(c2c1)CC(C)CC3 (centres undefined),0.7,12,-8,-3,-0.3,-4,i,0,3
COc1cc(C(=O)NCC(C)C)cc(OC)c1OC,-0.5,-9,3,-12,-1.5,2,i,-1,-1
Cc1ccc(NC(=O)Cn2c(=S)[nH]c3ccccc32)cc1,0.4,-2,-76,-1,0.5,-3,i,0,1
